KB-V1 MDR tox – KB-V1 MDR subline cytotoxicity; KB-V1 MDR cells viability, CellTiter-Glo, 72 h; Potency, µM (top dose mostly 46.1 µM), for inactives: at the highest dose activity change, negative = cytotoxicity, hits mostly cytotoxic; hit rate 3.4% among 400,000; AID 1347076; also: potency is read from the fitted curve at half-maximal effect; % is scaled to controls: 0 for no effect and ±100 for the full control effect; nearly all actives have a fitted effect of over 60% in size
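qHTS viability screen in drug-selected KB-V1 MDR cells: 72 h compound treatment at 37 degrees C, ATP luminescence end point.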
DRD3 antagonist – blocks the human D3 dopamine receptor; P35462; hit rate 2.5% among 360,000; AID 652054; max response, negative = inhibition, %; D3R cells, DiscoveRx beta-arrestin luminescence, antagonist mode; active compounds read low; in the data active = max response below about -50%; inconclusive = no clear call, values can overlap the other calls; also: % is scaled to controls: 0 for no effect and ±100 for the full control effect; mostly tested at two doses, the higher about 12 µM
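Cells plated overnight at 1500 cells/well, then exposed to library compounds with dopamine controls for 90 minutes at 37 degrees C. DiscoveRx reagent added for 30–60 minutes at room temperature; luminescence read, quantitative HTS format.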
HEK293 tox – cytotoxic in the GLP-1 receptor inverse agonist counter-screen; HEK293 cAMP-luciferase reporter cells, luminescence, 24 h; Potency, µM (top dose mostly 38.3 µM), inactives show top-dose activity change, negative = inhibition, hits mostly inhibitors; hit rate 0.13% among 410,000; AID 624418;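 also: loss of luciferase light is scored as toxicity; potency is read from the fitted curve at half-maximal effect; % is scaled to controls: 0 for no effect and ±100 for the full control effect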
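Compound-treated cells are incubated 24 hr at 37 deg C under 5% CO2 after a 12 hour attachment period, then luciferase detection reagent is added and luminescence is measured following 12 min at room temperature; lowered signal indicates toxicity.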
GLP-1R agonist – agonists of human GLP-1 receptor; P43220; HEK293 GLP-1R CRE-luciferase, luminescence, 4-6 h; cells express a hypersensitive GLP-1R form; Potency, µM (doses to about 45.6 µM), for the others: at the highest dose activation, actives largely listed as activators; hit rate 0.007% among 380,000; AID 624172; also: potency is read from the fitted curve at half-maximal effect; % of control where 0% means no effect
Target sequence (P43220 whole entry, looked up): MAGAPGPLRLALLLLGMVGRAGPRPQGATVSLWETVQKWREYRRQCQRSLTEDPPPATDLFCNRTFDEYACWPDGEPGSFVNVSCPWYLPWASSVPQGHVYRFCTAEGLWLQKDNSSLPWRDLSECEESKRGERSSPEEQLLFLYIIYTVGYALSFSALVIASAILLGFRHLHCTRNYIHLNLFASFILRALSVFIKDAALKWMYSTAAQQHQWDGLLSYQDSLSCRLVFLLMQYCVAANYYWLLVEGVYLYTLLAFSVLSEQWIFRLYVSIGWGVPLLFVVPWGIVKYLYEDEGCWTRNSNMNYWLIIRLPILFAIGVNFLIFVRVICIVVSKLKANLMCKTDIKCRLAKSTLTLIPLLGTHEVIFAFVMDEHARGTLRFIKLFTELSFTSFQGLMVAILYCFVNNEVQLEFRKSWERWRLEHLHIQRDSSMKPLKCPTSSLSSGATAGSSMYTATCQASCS
aSyn yeast inh – inhibitors of alpha-synuclein toxicity in yeast | Yeast expressing alpha-synuclein, growth rescue, BacTiter-Glo, 24 h | Potency, µM (series often up to 46.1 µM), for inactives: top-dose growth rescue (activation), actives largely listed as activators | hit rate 0.14% among 370,000; also: potency is read from the fitted curve at half-maximal effect; % of control where 0% means no effect; nearly all actives have a fitted effect of over 65% in size
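Rescue of yeast growth: cells expressing toxic alpha-synuclein, induced in galactose at OD600 0.02, incubated with compound 24 h at 30 C. ATP luminescence quantified growth; inhibitors of toxicity appear as activators.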
DRD3 agonist – D3 dopamine receptor (human) agonism; AID 652048; P35462; max activation, %; D3R DiscoveRx beta-arrestin cells, luminescence, 90 min; hit rate 0.58% among 410,000; in the data active = max activation above about 30%; also: 0% is about no effect; mostly tested at two doses, the higher about 12 µM
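Agonist mode: compounds and dopamine controls were applied to plated cells for 90 min at 37 degrees C after an overnight attachment at 1500 cells/well. Luminescent read-out followed 30 - 60 minutes at room temperature with DiscoveRx detection reagent.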
GLP-1R inv ag – inverse agonists of human GLP-1 receptor. P43220. HEK293 GLP-1R CRE-luciferase, luminescence, 24 h; GLP-1R form is constitutively active. Potency, µM (titrated, usually from 38.3 µM), for inactives: top-dose activity change, negative = inhibition, usual class: inhibitors. hit rate 1.6% among 410,000. AID 624417; also: potency is read from the fitted curve at half-maximal effect; % is scaled to controls: 0 for no effect and ±100 for the full control effect; nearly all actives have a fitted effect of over 55% in size
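Readout was luciferase luminescence, measured 12 min after detection reagent at room temperature. Beforehand, GLP-1R reporter HEK293 cells had sat 12 h, then received compounds for 24 hr at 37 deg C.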
TDP43 rescue – TDP-43 toxicity inhibition in yeast; AID 652104; hit rate 1.8% among 410,000; TDP-43 expressing yeast growth rescue, BacTiter-Glo, 24 h; Potency, µM (highest dose often 46.1 µM), for inactives: at the highest dose growth rescue (activation), hits mostly activators; also: potency is read from the fitted curve at half-maximal effect; % of control where 0% means no effect; nearly all actives have a fitted effect of over 50% in size
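In this qHTS, compounds that restore growth of yeast expressing TDP-43 appear as activators. Cells (OD600=0.02, galactose medium, raffinose-pregrown) are incubated with compound 24 hr at 30 deg C and growth is quantified by BacTiter-Glo.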
PTHR1 ag – PTHR1 (human) receptor agonism | HEK293 GP2 PTHR1 cells, GloSensor cAMP luminescence, 1 h | hit rate 0.075% among 410,000 | Potency, µM (highest dose often 115 µM), inactives show at the top dose activation, most hits filed as activators | AID 743266; also: potency is read from the fitted curve at half-maximal effect; nearly all actives have a fitted effect of over 55% in size; some results filed as inactive show a strong effect at the top dose; inactives centre near -15; many of its hits are not listed in these tables
Target sequence (Q03431 whole entry, looked up): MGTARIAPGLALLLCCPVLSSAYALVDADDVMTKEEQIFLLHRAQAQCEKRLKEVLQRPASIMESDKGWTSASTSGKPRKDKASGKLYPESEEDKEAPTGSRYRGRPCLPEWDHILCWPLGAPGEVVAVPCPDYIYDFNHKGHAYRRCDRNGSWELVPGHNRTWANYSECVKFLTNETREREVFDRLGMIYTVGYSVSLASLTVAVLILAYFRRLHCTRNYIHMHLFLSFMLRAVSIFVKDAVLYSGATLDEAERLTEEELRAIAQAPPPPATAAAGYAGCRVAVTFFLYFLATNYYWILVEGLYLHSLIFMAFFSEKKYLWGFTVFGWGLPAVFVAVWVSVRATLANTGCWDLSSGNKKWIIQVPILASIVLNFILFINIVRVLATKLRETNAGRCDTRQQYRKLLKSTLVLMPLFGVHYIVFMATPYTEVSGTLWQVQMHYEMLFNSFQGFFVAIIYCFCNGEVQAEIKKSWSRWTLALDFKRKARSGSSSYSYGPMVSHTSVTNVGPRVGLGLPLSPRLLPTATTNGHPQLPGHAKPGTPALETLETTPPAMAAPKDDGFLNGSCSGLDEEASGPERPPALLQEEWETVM
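HEK-293-derived GP2 cells expressing PTHR1 and a GloSensor cAMP reporter, 3,000/well, plated overnight, given luciferin plus IBMX (each 0.5 mM as added) for 1 h at 37 °C, then compound for 1 h at 37 °C. Luminescence was read after 15 min at room temperature.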
Starred values were filed as active, the others as inactive; i = inactive; ? = inconclusive; / = not tested or not shown; & = joins results of further samples; [ ] = remark or other dose. Unless noted, calls follow the shape of the dose curve; as a rule, active = well fitted curve in the direction sought with a large enough effect; inconclusive = small, poorly fitted or top-dose-only effect, or another doubt; inactive = no such curve, though single readings can be large; an effect the other way counts as inactive or inconclusive. This is a subset, so the mix of outcomes need not match the whole.

SMILES	KB-V1 MDR tox	DRD3 antagonist	HEK293 tox	GLP-1R agonist	aSyn yeast inh	DRD3 agonist	GLP-1R inv ag	TDP43 rescue	PTHR1 ag
O=C(OCc1cn([C@H]2CN(Cc3cccs3)[C@@H](c3ccccc3)C[C@@H]2O)nn1)c1ccccc1	17%	-26	-12%	0%	0%	-1	?	12%	-34%[inhibitor]
CC(=O)Nc1ccc(C(=O)OC2CCOC2=O)cc1 (stereo not drawn)	15%	15	-8%	-9%	-5%	11	-15%	-6%	i
NC(=O)c1ccc(NC(=O)CN2CCN(C(=O)c3ccco3)CC2)cc1	?	8	0%	0%	-5%	14	5%	-6%	-20%
CCOc1ccccc1NS(=O)(=O)c1c(-c2ccc(C)cc2)csc1C(=O)OC	-7%	/	1%	/	/	-7	11µM*	-6%	i
CC(=O)Nc1ccc(OC/C=C(\C)Cl)cc1	4%	-1	-8%	-6%	5%	6	0%	11%	-1%[57.5 µM]
CCn1c(C)nc2cc(C(=O)N/N=C/c3ccccc3)ccc21	-8%	5	16%	9%	-1%	-8	3%	3%	-9%
Cc1ccnc(Nc2ccc(CCO)cc2)n1	?	12	-3%	-1%	-3%	4	-4%	22%	-28%
O=C(Nc1ccc(F)cc1Cl)C1Cc2ccccc2N1C(=O)c1ccccc1 (stereo not drawn)	-6%	/	20%	/	/	-1	5%	20%	i
O=C(c1ccc(-n2cncn2)c([N+](=O)[O-])c1)N1CCN(S(=O)(=O)c2ccc(F)c(F)c2)CC1	-24%	15	-18%	6%	-6%	-2	-17%	-17%	-19%
Cc1ccc2nc(-c3ccc(NC(=O)CN(c4ccccc4C)S(C)(=O)=O)cc3)sc2c1	-2%	0	10%	-11%	-4%	5	?	3%	-35%[inhibitor]
COc1ccc(-c2nsc(SCC(=O)Nc3ccc4c(c3)OCO4)n2)cc1	-17%	10	1%	3%	-11%	3	6%	6%	i
CCOC(=O)C1CCN(C(=O)Cn2nc(C)n3c(cc4c(OC)cccc43)c2=O)CC1	/	/	8%	/	/	12	-3%	-1%	?
Cc1ccc(S(=O)(=O)NC(=O)NN2CC3CCCC3C2)cc1 (stereo not drawn)	10%	15	12%	6%	3%	-5&-9	16%	0%	i
CC1(C)CC(=O)C=C(c2ccc(CO)cc2)C1=O	7%	0	2%	10%	-3%	-4	16%	24%	-12%
O=C(O)c1cc2c(cc1NC(=O)c1c(F)cccc1Cl)OCCCO2	4%	-13	-2%	1%	-4%	8	-29%	-9%	-27%
Cc1nc(NCCN2CCOCC2)c2nnn(Cc3c(F)cccc3Cl)c2n1	18µM*	-8	-1%	3%	-3%	6	-3%	?	i
CCOC(=O)N1CCC(NC(=O)c2cc3sccc3n2CC)CC1	23µM*	4	15%	8%	-1%	2	7%	-10%	5%[57.5 µM]
CCN(CC)C(=O)CSc1nnc2c3ccccc3n(C)c2n1	41%	15	9%	1%	7%	2	37%[activator]	15%	-24%
O=C(Nc1ccc(-c2nc3cc(NC(=O)c4ccc(Cl)cc4)ccc3o2)cc1)c1ccc(Cl)cc1	-12%	/	3%	1%	/	-11	-11%	5%	-26%
O=C(OCn1nnc2ccccc2c1=O)c1ccc2ncsc2c1	8%	21	-12%	14%	?	1	39%[activator]	11µM*	-20%
CCOc1ccccc1N1CCN(C(=O)c2ccc(Cl)c(S(=O)(=O)N3CCCCC3)c2)CC1	7.3µM*	21	6%	-6%	-6%	21	?	2%	-41%
CCOC(=O)c1ccccc1NC(=O)c1cnn(-c2ccc(OC)cc2)c1C1CCN(C(=O)OC(C)(C)C)CC1	18%	/	9%	/	/	5	11%	-4%	i
Cc1ccccc1N=C1NC(=O)/C(=C/c2cccn2-c2cccc(C(=O)O)c2)S1	3%	13	-11%	7%	0%	12	15%	1%	-18%
O=C(NC(CO)c1ccccc1)c1ccco1 (stereo not drawn)	3%	6	-17%	-10%	3%	1	7%	-2%	i
O=C(CSc1nnc(NC(=O)c2ccccc2Cl)s1)NC1CC1	-11%	13	3%	0%	2%	0	-13%	-1%	i
Cc1ccc2nc(COc3ccccc3NC(=O)COc3ccc(F)cc3)cc(=O)n2c1	2%	/	2%	/	/	2	13%	-13%	?
O=c1[nH]c2ccc(NC(=S)Nc3ccc(Cl)cc3)cc2[nH]1	13%	0	5%	-4%	-25%	1	0%	10%	-42%
CCOC(=O)C1=C[C@@H](C(C)(C)C)N(S(=O)(=O)c2ccc(C)cc2)[C@H]1c1ccccc1Cl	?	14	3%	12%	-11%	6	?	3%	i
CC1=C(C(=O)N2CCOCC2)CC(CC(=O)NCc2ccco2)C(=O)N1Cc1ccc(C(C)(C)C)cc1 (stereo not drawn)	-2%	-7	3%	3%	-5%	-7	3%	?	-19%
CC(=O)NN1C(=O)c2ccccc2NC1c1ccc([N+](=O)[O-])o1 (stereo not drawn)	-6%	2	8%	0%	4%	16	10%	0%	i
O=C(CCN1C(=O)c2ccccc2S1(=O)=O)NCc1ccco1	12%	5	-7%	-6%	-7%	12	1%	-12%	i
O=c1c2cc3c(cc2n(Cc2ccc(Cl)cc2)c(=O)n1Cc1nc(-c2ccccc2)no1)OCO3	-19%	/	6%	/	/	-1	8%	-3%	-17%
CCOc1cccc(NC(=O)c2ccc(F)c(S(=O)(=O)N(CC)c3cccc(C)c3)c2)c1	/	/	1%	/	/	6	?	10%	i
CCOC(=O)N1CCN(Cc2nc(-c3cccc(Cl)c3)no2)CC1	0%	-10	-3%	12%	9%	7	?	/	-28%
Cc1nc2sc(C(c3ccc(C(C)C)cc3)N3CCN(CCO)CC3)c(O)n2n1 (stereo not drawn)	20%	4	0%	17%	-3%	-3	-12%	9%	-12%
CN(c1ccccc1)S(=O)(=O)c1cccc(NC(=O)CCNC(=O)c2ccc([N+](=O)[O-])cc2)c1	-13%	?	-1%	-4%	-7%	-11	?	0%	-3%
COc1ccc(/C=C/C(=O)N(C)C2CCCCC2)cc1Br	?	-6	3%[0.307 µM]	27%	4%	-7	-3%[0.307 µM]	?	-32%[inhibitor]
COc1ccc(C2CC(c3ccc(F)cc3)=NN2c2ccccc2)cc1OC (stereo not drawn)	?	1	9%	7%	5%	7	10µM*	?	-11%
Cc1ccc(Cn2c(C)c(C(=O)NCc3ccc(Cl)c(Cl)c3)sc2=O)cc1	?	11	3%	-7%	15%	-2	?	-1%	i
COC(=O)[C@@H](Cc1c[nH]c2ccccc12)NC(=O)c1ccc2c(c1)OCO2	1%	-3	-2%	-4%	9%	-7	23%	-9%	-21%
C=CCN(c1ccccc1)S(=O)(=O)c1cccc(C(=O)N2CC(C)CC(C)C2)c1 (stereo not drawn)	7.3µM*	15	5%	-3%	4%	3	?	-30%	-34%[inhibitor]
O=C(c1ccccc1)c1ccc(-n2cnnc2)c([N+](=O)[O-])c1	17%	12	12%	3%	0%	8	?	11%	i
CCOCCn1c(SCc2ccccc2)nc2c1c(=O)[nH]c(=O)n2C	-9%	-22	-4%	18%	0%	-5	15%	-5%	-14%
COc1cccc(/C=C/C(=O)OCC(=O)Nc2ccc(S(=O)(=O)N3CCCC3)cc2)c1	10%	-1	16%	0%	1%	1	12%	21%	-4%
Cc1ccc(-n2cc(CNC(C)Cn3cncn3)c(-c3ccc(F)cc3)n2)cc1 (stereo not drawn)	?	-2	7%[7.66 µM]	1%	-1%	-3	-2%[7.66 µM]	-3%	i
Cc1ccc(C2=N/C(=C\c3ccc(OS(=O)(=O)c4ccc(C)cc4)cc3)C(=O)O2)cc1	8%	-4	4%	0%	0%	-19	3%	-9%	17%
O=C(CN1C(=O)NC2(CCCCC2)C1=O)Nc1ccccc1N1CCCCC1	?	-8	0%	3%	-5%	-3	?	9%	i

A draw from above in order of formula weight, low to high.
SMILES	KB-V1 MDR tox	DRD3 antagonist	HEK293 tox	GLP-1R agonist	aSyn yeast inh	DRD3 agonist	GLP-1R inv ag	TDP43 rescue	PTHR1 ag
O=C(c1ccccc1)c1ccc(-n2cnnc2)c([N+](=O)[O-])c1	17%	12	12%	3%	0%	8	?	11%	i
COC(=O)[C@@H](Cc1c[nH]c2ccccc12)NC(=O)c1ccc2c(c1)OCO2	1%	-3	-2%	-4%	9%	-7	23%	-9%	-21%
Cc1ccc(-n2cc(CNC(C)Cn3cncn3)c(-c3ccc(F)cc3)n2)cc1 (stereo not drawn)	?	-2	7%[7.66 µM]	1%	-1%	-3	-2%[7.66 µM]	-3%	i
C=CCN(c1ccccc1)S(=O)(=O)c1cccc(C(=O)N2CC(C)CC(C)C2)c1 (stereo not drawn)	7.3µM*	15	5%	-3%	4%	3	?	-30%	-34%[inhibitor]
Cc1nc2sc(C(c3ccc(C(C)C)cc3)N3CCN(CCO)CC3)c(O)n2n1 (stereo not drawn)	20%	4	0%	17%	-3%	-3	-12%	9%	-12%
Cc1ccc(Cn2c(C)c(C(=O)NCc3ccc(Cl)c(Cl)c3)sc2=O)cc1	?	11	3%	-7%	15%	-2	?	-1%	i
Cc1ccc(C2=N/C(=C\c3ccc(OS(=O)(=O)c4ccc(C)cc4)cc3)C(=O)O2)cc1	8%	-4	4%	0%	0%	-19	3%	-9%	17%
COc1cccc(/C=C/C(=O)OCC(=O)Nc2ccc(S(=O)(=O)N3CCCC3)cc2)c1	10%	-1	16%	0%	1%	1	12%	21%	-4%
CN(c1ccccc1)S(=O)(=O)c1cccc(NC(=O)CCNC(=O)c2ccc([N+](=O)[O-])cc2)c1	-13%	?	-1%	-4%	-7%	-11	?	0%	-3%
O=c1c2cc3c(cc2n(Cc2ccc(Cl)cc2)c(=O)n1Cc1nc(-c2ccccc2)no1)OCO3	-19%	/	6%	/	/	-1	8%	-3%	-17%

From PubChem BioAssay
